D3 ag: qHTS of D3 Dopamine Receptor Agonist: qHTS; D(3) dopamine receptor (Homo sapiens), P35462; D3R DiscoveRx beta-arrestin cells, luminescence, 90 min; max activation, %; actives 0.58% (n = 410,000); AID 652048, 2013; in the data active = max activation above about 30%; also: 0% is about no effect; mostly tested at two doses, the higher about 12 µM
Target sequence (P35462 whole entry, looked up): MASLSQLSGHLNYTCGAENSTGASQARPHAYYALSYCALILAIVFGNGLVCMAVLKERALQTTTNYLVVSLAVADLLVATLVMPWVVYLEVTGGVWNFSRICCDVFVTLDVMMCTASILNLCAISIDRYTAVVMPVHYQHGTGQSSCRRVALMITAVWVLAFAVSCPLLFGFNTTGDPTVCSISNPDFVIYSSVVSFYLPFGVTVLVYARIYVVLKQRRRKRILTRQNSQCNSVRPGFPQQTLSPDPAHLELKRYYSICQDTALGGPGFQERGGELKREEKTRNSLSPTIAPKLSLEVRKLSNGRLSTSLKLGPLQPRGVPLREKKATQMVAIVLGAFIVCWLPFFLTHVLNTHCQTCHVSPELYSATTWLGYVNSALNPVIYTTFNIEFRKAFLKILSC
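Cells at 1500/well, incubated overnight, then treated with pinned compounds (dopamine as control) for 90 min at 37 degrees C. DiscoveRx reagent added for 30 - 60 minutes at room temperature; luminescence read.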
KB-3-1 tox: qHTS assay for MDR1-selective chemotherapeutics: Primary screen using the parental adenocarcinoma cell KB-3-1; KB-3-1 viability, CellTiter-Glo ATP luminescence, 72 h; Potency, µM (titrated, usually from 46.1 µM), for the others: at the top dose activity change, negative = cytotoxic, usual class: cytotoxic; actives 1.4% (n = 400,000); also: potency is read from the fitted curve at half-maximal effect; % is scaled to controls: 0 for no effect and ±100 for the full control effect; nearly all actives have a fitted effect of over 60% in size
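Luminescent ATP read-out (CellTiter-Glo) measures survival of drug-naive KB-3-1 cells after 72 h compound exposure at 37 °C. Titration series was screened from lowest to highest concentration, with DMSO vehicle plates as background controls.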
MCF10A rereplic: A quantitative high throughput screen for small molecules that induce DNA re-replication in MCF 10a normal breast cells. MCF 10A DNA re-replication, Hoechst nuclear intensity, 48 h. Potency, µM (titrated, usually from 46.1 µM), for inactives: at the highest dose activity, positive = re-replication, usual class: activators. actives 2.9% (n = 350,000). AID 624296, 2012; also: potency is read from the fitted curve at half-maximal effect; % of control where 0% means no effect; nearly all actives have a fitted effect of over 50% in size
HT1080NT lethal: qHTS for induction of synthetic lethality in tumor cells producing 2HG: qHTS for the HT-1080-NT fibrosarcoma cell line; actives 1.6% (n = 360,000); AID 686970, 2013; HT-1080-NT fibrosarcoma viability, CellTiter-Glo ATP luminescence, 48 h; Potency, µM (series often up to 46.1 µM), for inactives: at the highest dose activity, negative = less viability, usual class: cytotoxic;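 also: NT is the 2HG producing partner of a matched IDH1 knockdown line; potency is read from the fitted curve at half-maximal effect; 0% = DMSO-treated cells and -100% = media-only wells without cells; nearly all actives have a fitted effect of over 55% in size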
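Luminescent CellTiter-Glo readout after 48 hours of compound exposure at 37 degrees C defined viability of HT-1080-NT cells. Activity was normalized to DMSO wells and cell-free media wells; concentration-response curves were fitted and assigned curve classes.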
HT1080 IDH1KD tx: qHTS for induction of synthetic lethality in tumor cells producing 2HG: qHTS for the HT-1080-IDH1KD cell line; actives 2% (n = 360,000); HT-1080 IDH1 knockdown viability, ATP luminescence, 48 h; Potency, µM (series often up to 46.1 µM), for inactives: at the top dose activity, negative = toxicity, actives largely listed as cytotoxic;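 also: potency is read from the fitted curve at half-maximal effect; 0% = DMSO wells and -100% = cell-free medium wells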
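CellTiter-Glo luminescence after 48 h compound exposure at 37 degrees C of IDH1-knockdown HT-1080 cells in 5% FBS RPMI. %Activity scaled between DMSO wells and cell-free media wells, with curves fitted and assigned curve classes.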
KB-V1 cytotox: qHTS assay for MDR1-selective chemotherapeutics: Primary screen using the drug-selected MDR subline cells KB-V1 | AID 1347076, 2019 | actives 3.4% (n = 400,000) | KB-V1 MDR cells viability, CellTiter-Glo, 72 h | Potency, µM (titrated, usually from 46.1 µM), for inactives: top-dose activity change, negative = cytotoxicity, actives largely listed as cytotoxic; also: potency is read from the fitted curve at half-maximal effect; % is scaled to controls: 0 for no effect and ±100 for the full control effect; nearly all actives have a fitted effect of over 60% in size
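KB-V1 cells (P-gp-expressing MDR subline of KB-3-1) in phenol-red-free DMEM with 10% FBS were exposed to library compounds over a concentration series for 72 h at 37 degrees C. Viability read by CellTiter-Glo luminescence; concentration-effect curves fitted after normalization.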
IL1B secr inh: qHTS for Inhibitors of Inflammasome Signaling: IL-1-beta AlphaLISA Primary Screen. THP-1 LPS/ATP IL-1B secretion, AlphaLISA, 16 h; stronger effect = lower value. activity change, % at 57.5 µM. AID 743279, 2014. actives 4.7% (n = 360,000); in the data active = activity change below about -50%; inconclusive = mostly about -30% to -49%; also: % is scaled to controls: 0 for no effect and ±100 for the full control effect
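Secreted IL-1B measured by AlphaLISA bead assay after 16 h compound exposure of THP-1 cells; compounds (final up to 57.5 uM) added 1 h before LPS (250 ng/mL) and ATP (1.25 mM) stimulation; lower signal means less secretion.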
SW480 rerep: A quantitative high throughput screen for small molecules that induce DNA re-replication in SW480 colon adenocarcinoma cells; SW480 DNA re-replication, Hoechst DNA content imaging, 48 h; AID 624297, 2012; Potency, µM (doses to about 46.1 µM), inactives show at the top dose re-replication activation, usual class: activators; actives 1.8% (n = 340,000); also: potency is read from the fitted curve at half-maximal effect; % of control where 0% means no effect; nearly all actives have a fitted effect of over 55% in size
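Image-based DNA-content assay: after two days of treatment, nuclei were labelled with the DNA dye Hoechst and imaged, and hits were compounds raising the count of nuclei showing high fluorescence intensity.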
HEK293 tox: qHTS of GLP-1 Receptor Inverse Agonists: Cytotox Screen; HEK293 cAMP-luciferase reporter cells, luminescence, 24 h; actives 0.13% (n = 410,000); Potency, µM (top dose mostly 38.3 µM), for inactives: top-dose activity change, negative = inhibition, actives largely listed as inhibitors;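 also: loss of luciferase light is scored as toxicity; potency is read from the fitted curve at half-maximal effect; % is scaled to controls: 0 for no effect and ±100 for the full control effect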
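A 23 nL compound transfer followed 12 hours of cell culture at 37 deg C; exposure then lasted 24 hr. Luciferase assay detection reagent was dispensed and plates read for luminescence after a 12 min room-temperature wait.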
An asterisk follows results filed as active; ? = inconclusive; . = no result given; [ ] = remark or other dose. Unless noted, calls follow the shape of the dose curve; as a rule, active = well fitted curve in the direction sought with a large enough effect; inconclusive = small, poorly fitted or top-dose-only effect, or another doubt; inactive = no such curve, though single readings can be large; an effect the other way counts as inactive or inconclusive.

1: N/C(=N\OC(=O)COc1ccc(Cl)cc1Cl)c1cccnc1
2: Nc1ccc(C(=O)N/N=C/c2sc(N3CCOCC3)nc2-c2ccccc2)cc1
3: CCN1CC(CN(C)Cc2nc(-c3ccc(OC)c4ccccc34)oc2C)CC1=O (stereo not given)
4: CNC(=O)COC(=O)c1ccc(NC(=O)CC#N)cc1
5: COC(=O)C(=O)C1CCc2c(Cl)cc(OC)c(OC)c2C1=O (stereo not given)
6: Cc1c(Cl)cccc1N(CC(=O)NC(C)c1ccccc1)S(C)(=O)=O (stereo not given)

Compound	1	2	3	4	5	6
D3 ag	3	4	11	2	-4	1
KB-3-1 tox	11%	0%	-2%	6%	8%	4%
MCF10A rereplic	14%	15%	?	-3%	-3%	?
HT1080NT lethal	-25%	13%	-25%	12%	13%	8%
HT1080 IDH1KD tx	-14%	17%	-7%	2%	12%	-1%
KB-V1 cytotox	?	-2%	?	22%	-1%	-34%
IL1B secr inh	15	-24	?	7	24	-8
SW480 rerep	13µM*	-8%	-2%	-10%	?	0%
HEK293 tox	-28%	-30%	?	4%	-16%	-10%

7: C#CCN(C[C@H]1[C@H](OC(=O)NCc2ccco2)[C@H](OC(=O)NCc2ccco2)C[C@@H](C(=O)OC)[C@H]1C(=O)OC)S(=O)(=O)c1ccc(C)cc1
8: O=C(COc1ccc2c3c(c(=O)oc2c1)CCCC3)NCc1ccccn1
9: CCOc1cccc(CC(=O)N2CCc3c([nH]c4ccccc34)C2c2ccc(SC)cc2)c1OCC (stereo not given)
10: Oc1ccc(NCc2cccc(OCc3ccccc3)c2)cc1
11: CCC(=O)Nc1ccccc1-c1nc2ccccc2[nH]c1=O
12: COc1ccc(C2=NN(C(=O)c3ccccc3)C(c3ccc(OC)c(OC)c3)C2)c(O)c1 (stereo not given)

Compound	7	8	9	10	11	12
D3 ag	-10	-1	5	2	-4	-6
KB-3-1 tox	0%	?	-4%	2%	18%	-12%
MCF10A rereplic	.	-3%	.	?	0%	11%
HT1080NT lethal	-5%	?	.	?	27%	22%
HT1080 IDH1KD tx	-5%	?	.	?	22%	11%
KB-V1 cytotox	4%	-23%	5%	0%	29%	0%
IL1B secr inh	-72*	-50*	.	57	9	-3
SW480 rerep	.	-39%[inhibitor]	.	?	-3%	-5%
HEK293 tox	-2%	0%	-4%	13%	-8%	-5%

13: CC(C(=O)N1c2ccccc2Sc2ccccc21)n1nnc(-c2cccs2)n1 (stereo not given)
14: CC(C)C(OC(=O)c1cc2sccc2n1C)C(=O)NCC1CCCO1 (stereo not given)
15: O=C(N/C(=C/c1ccco1)C(=O)N1CCOCC1)c1cccs1
16: CC1(C)CC(=O)C=C(NNC(=O)OC(C)(C)C)C1
17: CSc1cccc(NC(=O)C2C3C=CC4(O3)C2C(=O)N(CCCN2CCOCC2)C4C(=O)NC2CCCCC2)c1 (stereo not given)
18: Cc1ccc(Cl)cc1N1CCN(S(=O)(=O)c2cc3c(cc2C)NC(=O)CO3)CC1

Compound	13	14	15	16	17	18
D3 ag	-9	10	1	1	3	1
KB-3-1 tox	-4%	-8%	-10%	2%	23%	-9%
MCF10A rereplic	0%	18%	0%	-2%	14%	?
HT1080NT lethal	0%	-4%	17%	1%	6%	-16%
HT1080 IDH1KD tx	0%	-3%	0%	9%	10%	-1%
KB-V1 cytotox	-2%	?	-10%	0%	5%	-1%
IL1B secr inh	8	12	-7	41	10	-25
SW480 rerep	-1%	0%	-4%	3%	1%	-17%
HEK293 tox	-25%	-6%	6%	-10%	-15%	-21%

19: CN1C[C@@H]2[C@@H]3C(=O)N(C)C(=O)[C@@H]3[C@](C)(C1=O)N2C(=O)c1ccc(Br)cc1
20: COc1ccc(-n2c(=O)cc(N3CC(C)OC(C)C3)[nH]c2=O)cc1 (stereo not given)
21: O=C(NC1CCCCCC1)c1c(O)nc2sccn2c1=O
22: CCC1CCCCN1C(=S)Nc1cccc(S(=O)(=O)N(C)C)c1 (stereo not given)
23: COc1ccccc1NC(=O)NNC(=O)CN1C(=O)COc2ccccc21
24: O=c1c2ccccc2nnn1-c1ccccc1

Compound	19	20	21	22	23	24
D3 ag	-11	-4	-2	-2	1	-18
KB-3-1 tox	19%	8%	?	0%	21%	-2%
MCF10A rereplic	?	1%	-3%	4%	5%	7%
HT1080NT lethal	15%	13%	-10%	-3%	11%	19%
HT1080 IDH1KD tx	7%	16%	?	-3%	3%	12%
KB-V1 cytotox	0%	0%	15µM*	-24%	?	-20%
IL1B secr inh	19	3	20	20	10	-1
SW480 rerep	-10%	-9%	6%	-4%	-14%	-2%
HEK293 tox	6%	-3%	1%	0%	-4%	7%

25: CCCC(=O)N1CCc2cc(OC)c(OC)cc2C1COc1ccc2c(C)cc(=O)oc2c1 (stereo not given)
26: Nc1cc(C(=O)O)ccc1Sc1ccccc1C(=O)O
27: O=C(C1CCC(=O)N(C2CCCC2)C1)N1CCN(c2ccccc2Cl)CC1 (stereo not given)
28: OCCCNc1ncnc2sc3c(c12)CCN(Cc1ccccc1)C3
29: CCc1nnc(NC(=O)CSc2nccn2-c2cccc(C)c2)s1
30: COCCCNc1ncnc2sc3c(c12)CCC(C)C3 (stereo not given)

Compound	25	26	27	28	29	30
D3 ag	3	1	-8	-3	-6	-7
KB-3-1 tox	-1%	-2%	0%	0%	-17%	0%
MCF10A rereplic	.	-13%	?	?	1%	24%
HT1080NT lethal	.	3%	-1%	-6%	1%	-25%
HT1080 IDH1KD tx	.	10%	1%	1%	1%	?
KB-V1 cytotox	8%	12%	-3%	-16%	-4%	0%
IL1B secr inh	.	6	16	3	7	-8
SW480 rerep	.	-140%[inhibitor]	2%	-4%	34%	8%
HEK293 tox	-12%	-6%	-1%	21%	-3%	10%

31: O=C(CSc1nnc(Cc2ccc(Cl)cc2)o1)Nc1ccccc1
32: CCN(CCCC(=O)c1ccc(F)cc1)CCc1ccccc1
33: OCCCn1c(C2CCCN2c2nc(-c3ccc(F)cc3)cs2)nc2cc(C(F)(F)F)ccc21 (stereo not given)
34: Cc1cc(OC(C)C(N)=O)nc(-c2ccccc2)n1 (stereo not given)
35: COc1ccc(C2CC(=O)C(C=NCCN3CCN(C(=S)Nc4ccccc4)CC3)=C(O)C2)cc1 (stereo not given)
36: CC1CCCCC12NC(=O)N(CC(=O)Nc1cccnc1Cl)C2=O (stereo not given)

Compound	31	32	33	34	35	36
D3 ag	-5	32*	-11	3	1	5
KB-3-1 tox	-6%	-11%	0%	-1%	-2%	-5%
MCF10A rereplic	1%	1%	?	-3%	9%	-3%
HT1080NT lethal	0%	-18%	-10%	-7%	-2%	12%
HT1080 IDH1KD tx	2%	-23%	-14%	-2%	0%	2%
KB-V1 cytotox	3%	?	8%	8%	-4%	19%
IL1B secr inh	73	-5	-57*	2	15	30
SW480 rerep	-31%[inhibitor]	4%	11%	12%	4%	-7%
HEK293 tox	1%	-4%	-10%	3%	-10%	-18%

Overlap with the part before: 4 compounds, then new ones.
33: OCCCn1c(C2CCCN2c2nc(-c3ccc(F)cc3)cs2)nc2cc(C(F)(F)F)ccc21 (stereo not given)
34: Cc1cc(OC(C)C(N)=O)nc(-c2ccccc2)n1 (stereo not given)
35: COc1ccc(C2CC(=O)C(C=NCCN3CCN(C(=S)Nc4ccccc4)CC3)=C(O)C2)cc1 (stereo not given)
36: CC1CCCCC12NC(=O)N(CC(=O)Nc1cccnc1Cl)C2=O (stereo not given)
37: CCCSCCCNC(=O)C1CCN(C(=O)c2cc3sccc3n2C)CC1
38: CCC(=O)N1CCc2cc(S(=O)(=O)NCCC(=O)Nc3cc(C)ccc3OC)ccc21
39: CCOC(=O)N1CCC(NC(=O)c2ccc(CS(=O)(=O)c3ccc(OC)cc3)o2)CC1
40: COc1cccc(NC(=O)Nc2ccccc2SC)c1
41: CCCCn1c(N)c(N(CCOC)C(=O)CCN2C(=O)C3CC=CCC3C2=O)c(=O)[nH]c1=O (stereo not given)
42: CN(C)CCCNC(=O)/C(=C/c1ccc(-c2ccc([N+](=O)[O-])cc2)o1)NC(=O)c1ccccc1
43: O=C(Nc1nnc(C2CC2)s1)c1ccc(Cl)nc1
44: COc1ccccc1N1CCN(S(=O)(=O)c2ccc(Cl)s2)CC1
45: CCCCOC(=O)c1ccc(NC(=O)c2cc3c(=O)n4cccc(C)c4nc3s2)cc1

Compound	33	34	35	36	37	38	39	40	41	42	43	44	45
D3 ag	-11	3	1	5	6	4	0	-8	6	-4	-3	-11	8
KB-3-1 tox	0%	-1%	-2%	-5%	-13%	16%	2%	-2%	7%	20%	20%	-5%	5%
MCF10A rereplic	?	-3%	9%	-3%	.	.	0%	6%	0%	?	9%	6%	.
HT1080NT lethal	-10%	-7%	-2%	12%	.	.	1%	1%	8%	-20%	-12%[9.24 µM]	9%	.
HT1080 IDH1KD tx	-14%	-2%	0%	2%	.	.	-5%	-1%	7%	-9%	6%	8%	.
KB-V1 cytotox	8%	8%	-4%	19%	-7%	9%	?	6%	-3%	0%	?	-1%	3%
IL1B secr inh	-57*	2	15	30	.	.	-21	-15	5	-16	10	8	.
SW480 rerep	11%	12%	4%	-7%	.	.	5%	2%	3%	?	-38%[inhibitor]	1%	.
HEK293 tox	-10%	3%	-10%	-18%	16%	0%	3%	1%	5%	92%[activator]	-4%	6%	2%

From PubChem
